Compound activity (PubChem BioAssay)
Jurkat NFkB inh: inhibitors of the PMA/ionomycin-induced NF-kB reporter in Jurkat cells; PMA/ionomycin-induced NF-kB luciferase reporter, luminescence; 330,000 compounds, 0.53% hits; inhibition, % at 4 µM; AID 435003
UBC13 inh: human UBC13 polyubiquitination inhibition. P61088. UBC13 polyubiquitin chain formation, TR-FRET. inhibition, % at 20 µM. 330,000 compounds, 0.47% hits. AID 485273; in the data active = inhibition above about 45%, passing the limit was not always enough; inconclusive = no clear call, values can overlap the other calls
SENP8 inh: blocks the human protease SENP8; Q96LD8; purified SENP8, Z-RLRGG-aminoluciferin cleavage, luminescence; inhibition, % at 10 µM; 330,000 compounds, 1.2% hits; AID 2540
HKDC1 inh: inhibitors of human hexokinase HKDC1; recombinant HKDC1, G6PDH/diaphorase resazurin coupled fluorescence; Q2TB90; AID 493160; 340,000 compounds, 0.16% hits; inhibition, % at 20 µM;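 active = inhibition above about 35% when tested at 20 µM, limit read from the data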;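 note: plate controls were DMSO wells with enzyme for no effect and DMSO wells lacking enzyme for full effect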
Target sequence (Q2TB90 whole entry, looked up): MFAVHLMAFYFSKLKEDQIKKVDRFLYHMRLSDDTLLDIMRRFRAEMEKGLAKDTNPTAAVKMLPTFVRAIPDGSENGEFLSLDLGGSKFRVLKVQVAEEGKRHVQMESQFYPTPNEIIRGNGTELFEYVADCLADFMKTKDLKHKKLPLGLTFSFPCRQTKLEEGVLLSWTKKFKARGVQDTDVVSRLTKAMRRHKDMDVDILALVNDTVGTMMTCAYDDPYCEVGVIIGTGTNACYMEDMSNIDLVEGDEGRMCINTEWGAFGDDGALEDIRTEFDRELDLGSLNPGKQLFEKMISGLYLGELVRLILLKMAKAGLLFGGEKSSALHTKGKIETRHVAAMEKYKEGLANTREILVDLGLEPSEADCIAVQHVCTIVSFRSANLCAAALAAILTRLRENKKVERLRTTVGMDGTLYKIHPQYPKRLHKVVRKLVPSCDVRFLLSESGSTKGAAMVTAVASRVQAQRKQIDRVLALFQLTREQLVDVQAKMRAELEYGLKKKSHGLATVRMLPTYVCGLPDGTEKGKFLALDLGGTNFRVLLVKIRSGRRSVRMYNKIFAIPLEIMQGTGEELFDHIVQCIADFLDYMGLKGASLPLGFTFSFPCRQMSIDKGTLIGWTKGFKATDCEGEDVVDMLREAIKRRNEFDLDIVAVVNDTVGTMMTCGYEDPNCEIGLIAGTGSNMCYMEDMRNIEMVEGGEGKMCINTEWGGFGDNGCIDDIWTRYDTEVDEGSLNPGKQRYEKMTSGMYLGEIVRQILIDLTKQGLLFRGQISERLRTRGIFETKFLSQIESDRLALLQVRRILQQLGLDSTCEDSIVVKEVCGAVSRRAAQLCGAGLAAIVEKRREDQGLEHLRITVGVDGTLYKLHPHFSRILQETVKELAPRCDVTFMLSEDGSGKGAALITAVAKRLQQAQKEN
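Test system: recombinant HKDC1 (HK5) hexokinase enzyme, produced in-house / Doses: 20 µM test compound, 1% DMSO / Timing: 90 min, room temperature / Detection: G6PDH/diaphorase-coupled fluorescence, 1 mM NADP, 100 µM resazurin, 525/613 nm / Control set: DMSO wells with and without enzyme mix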
Apaf1 inhib: blocks human Apaf-1 apoptosome activity. O14727. reconstituted apoptosome caspase-3 activity, DEVD-Rh110 fluorescence. inhibition, % at 20 µM. 330,000 compounds, 0.71% hits. AID 489030; active = inhibition of at least 40% at 20 µM;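 note: plate controls were DMSO wells for no effect and DEVD-CHO caspase inhibitor wells for full effect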
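Material: reconstituted apoptosome with Apaf-1, cytochrome c, caspase-9, procaspase-3, dATP. Technique: Rh110 fluorescence intensity. Buffer or medium: pH 7.5 Hepes buffer with CHAPS, BSA, DTT. Times: 30 min plus 50 min, RT.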
Gli-Sufu antag: antagonists of Gli-Sufu signaling. Sufu-KO-LIGHT fibroblasts, Gli luciferase reporter luminescence. inhibition, % at 5 µM. 340,000 compounds, 0.74% hits. AID 588413;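 active = inhibition above about 55%, limit read from the data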;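 note: 0% = DMSO-treated cells and 100% = wells with medium but no cells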
697 NFkB inh: lowers PMA/ionomycin-induced NF-kB signal in 697 B cells; 697 B-cell NF-kB luciferase reporter, 16 h; inhibition, % at 4 µM; 330,000 compounds, 0.33% hits; in the data active = inhibition above about 35%
SENP7 block: SENP7 protease inhibition. Q9BQF6. recombinant SENP7, Z-RLRGG-aminoluciferin luminescence, 40 min. inhibition, % at 5 µM. 330,000 compounds, 1.5% hits;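 active = inhibition above about 50% at the single test dose, limit read from the data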;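 note: plate controls were DMSO with enzyme for no effect and no enzyme buffer wells for full effect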
* = called active by the depositor; ? = inconclusive. Cut-off read from the data, not from the text of the source, unless noted: active = inhibition above about 50%; inactive = the rest.

Structure,Jurkat NFkB inh,UBC13 inh,SENP8 inh,HKDC1 inh,Apaf1 inhib,Gli-Sufu antag,697 NFkB inh,SENP7 block
NS(=O)(=O)c1cccc(NC(=O)CN2CCc3ccccc32)c1,-13.2,-12.4,-15.0,-2.9,-19.3,-3.7,0.6,-2.5
COc1ccccc1N(C)S(=O)(=O)c1ccc(Cl)c(C(=O)Nc2cccc(C)n2)c1,17.7,-0.7,2.8,0.9,19.9,-3.1,16.1,0.9
CCN(CC(=O)Nc1ccc(C)c(F)c1)CC(=O)NC(C)C,-6.8,-3.1,0.5,-2.2,-1.6,18.4,11.3,3.5
O=C(Nc1nnc(C2=COCCO2)o1)c1cccc(F)c1,14.0,-3.3,-5.1,-0.3,-8.3,-8.8,8.2,-0.7
CCOC(=O)c1sc(NC(=O)CSc2n[nH]c(C)n2)nc1C,-3.2,-2.3,-13.6,1.5,8.7,-6.5,-13.3,0.1
Cc1ccc(CN2CCNC(=O)C2CC(=O)NCc2cc(C)n(C)n2)cc1 (configuration not stated),3.7,-1.4,2.9,-6.9,10.7,-18.6,7.6,-1.9
O=C(CSc1cccc2cccc(Cl)c12)OCC(=O)N1CCN(C(=O)c2ccco2)CC1,8.9,-8.8,-0.7,6.2,15.9,-2.6,-14.6,-8.3
CCCCCSc1nnc(-c2ccccc2N)c(=O)[nH]1,6.6,-9.1,-10.0,-6.9,13.4,-10.2,-12.9,-5.9
O=C(COc1ncnc2sccc12)N1CCN(C(=O)c2ccco2)CC1,1.3,-5.1,1.4,1.2,-6.4,-15.6,-6.8,8.6
CCC(=NCCc1c(C)[nH]c2ccc(OC(F)(F)F)cc12)C1=C(O)CC(c2ccccc2)CC1=O (configuration not stated),67.0*,-5.5,8.2,0.0,-0.4,4.2,-28.3,0.2
CC(=O)Nc1ccc(C(=O)N/N=C/c2cc(Br)cc(Br)c2O)cc1,1.7,4.3,-1.3,-1.1,3.7,-0.1,0.4,8.8
C/C(=N\O)C(=O)NCc1ccccn1,9.2,2.0,0.4,-3.6,-9.8,-7.3,9.1,0.4
COc1ccc(N2CCN(c3ncnc4scc(-c5ccc(F)cc5)c34)CC2)cc1,-7.0,0.0,11.4,1.4,26.6,23.7,-19.1,2.5
C[C@H](NC(=O)c1nc[nH]c1C(=O)N1CCN(c2ccccc2)CC1)c1ccccc1,-12.9,-8.9,-17.9,-5.5,17.8,-3.3,-15.7,-9.7
CCc1c(C(=O)NNC(=S)NCC2CCCO2)csc1C (configuration not stated),6.4,20.7,-0.7,-6.3,-2.8,1.2,9.2,2.7
S=C1SCN(Cc2ccccn2)CN1Cc1ccco1,7.4,2.9,-5.6,-7.6,-7.7,2.8,8.6,-1.4
CCCCN1C(=O)N(C)C2NC(=O)NC21 (configuration not stated),-14.8,-6.4,1.5,-2.3,1.1,3.5,-41.6,11.8
O=C(CC1NC(=O)NC1=O)Nc1cccc2ccccc12 (configuration not stated),-8.1,1.9,4.3,-4.6,-27.7,0.5,3.2,8.3
CCCOc1ccc(C(=O)N2CCN(c3ccc(N)cc3Cl)CC2)cc1,-6.7,4.9,5.0,2.4,12.6,-0.5,-0.1,6.2
CNS(=O)(=O)c1cccc(C(=O)OCC(=O)c2cc3ccccc3o2)c1,-6.4,-8.1,-16.2,-1.9,1.8,2.8,7.2,-6.1
CCOC(=O)C1(Cc2cccc(OC)c2)CCN(C/C=C/c2ccccc2)CC1,6.1,11.6,-8.3,-9.3,26.7,41.4,-10.6,-13.3
CN(CCC#N)C(=O)COc1ccc(Br)cc1Cl,-7.1,-2.5,0.2,1.3,-7.5,-1.1,22.8,-0.2
NC1=NN=C(N2N=C(c3ccc(Br)cc3)CC2(O)C(F)(F)F)n2ncnc2C1 (configuration not stated),-10.6,-26.5,-5.9,-13.3,-0.5,7.6,1.2,-2.1
COc1ccc(OCc2cc(C(=O)NCC3CCCCO3)no2)c(Cl)c1 (configuration not stated),-46.5,0.2,-13.3,-4.6,7.8,-1.6,-69.1,-10.8
CN(C)C(=O)c1ccc(NC(=O)c2sccc2-c2ccccc2)cc1,18.0,4.4,8.0,-6.8,44.9*,-5.5,-28.4,-6.7
CS(=O)(=O)Nc1ccc(-c2cc(/C=C3\SC(N)=NC3=O)c[nH]c2=O)cc1,13.0,-15.9,3.5,-2.3,6.3,-13.6,12.6,-0.5
NNC(=O)CSc1ncc(-c2ccccc2)[nH]1,-10.2,-2.2,-6.1,9.6,-2.2,-9.1,1.6,-7.8
C/C=C/c1ccc(OCCNCc2ccccc2)c(OC)c1,3.5,5.9,6.9,-7.3,7.9,6.1,7.7,1.6
Cc1ccc(S(=O)(=O)N2C(=O)C(C)SC2=Nc2ccccc2)cc1 (configuration not stated),-0.3,-0.5,-9.1,0.3,3.1,-12.3,5.6,9.6
CCOc1cc(-c2nc(C)c(C(C)=O)n2O)ccc1OCC(=O)Nc1ccccc1,4.8,0.3,2.6,2.4,-0.9,4.5,26.6,-5.9
CC1CCCC(C)N1C(=O)Cn1nnc(-c2ccccc2)n1 (configuration not stated),-25.5,4.1,1.4,-4.2,0.5,-1.4,4.2,-0.8
CC(=O)SCCC(=O)N1C(C)CCCC1C(=O)O (configuration not stated),10.0,1.9,3.8,-6.1,-1.2,6.6,13.8,3.5
CN1CCN(c2nc(-c3ccc(C(C)(C)C)cc3)nc3ccccc23)CC1,-135.9,1.2,33.6,1.6,43.1*,2.2,-243.7,8.0
CC/C(=N\NC(=O)C(N)=O)c1ccccc1O,-10.4,6.1,-5.8,-14.9,0.7,-7.5,27.2,-0.9
Fc1ccc(CN2CCSCC2)cc1Br,-1.7,2.1,-10.1,-6.2,-115.5,5.4,12.9,-3.3
Cn1cccc1C(=O)NC(=O)COC(=O)c1cc(Cl)ccc1[N+](=O)[O-],15.6,-8.8,-12.9,-2.7,-6.3,1.6,-1.9,-9.8

Structures above with a CF3 group (2):
Structure,Jurkat NFkB inh,UBC13 inh,SENP8 inh,HKDC1 inh,Apaf1 inhib,Gli-Sufu antag,697 NFkB inh,SENP7 block
CCC(=NCCc1c(C)[nH]c2ccc(OC(F)(F)F)cc12)C1=C(O)CC(c2ccccc2)CC1=O (configuration not stated),67.0*,-5.5,8.2,0.0,-0.4,4.2,-28.3,0.2
NC1=NN=C(N2N=C(c3ccc(Br)cc3)CC2(O)C(F)(F)F)n2ncnc2C1 (configuration not stated),-10.6,-26.5,-5.9,-13.3,-0.5,7.6,1.2,-2.1

The listing continues:
Structure,Jurkat NFkB inh,UBC13 inh,SENP8 inh,HKDC1 inh,Apaf1 inhib,Gli-Sufu antag,697 NFkB inh,SENP7 block
COc1ccc2cc(CCl)c(Cl)nc2c1,-1.2,-9.1,-9.1,-5.6,1.3,-8.9,-1.6,3.7
COC(=O)C1=C(C)NC(=O)C1(NS(=O)(=O)c1ccc(NC(C)=O)cc1)C(F)(F)F (configuration not stated),-11.7,12.3,-4.6,-12.1,-13.7,-3.0,7.0,-7.0
COc1cc(/C=N/NC(=O)/C(=C/c2ccccc2)CCO)ccc1O,3.1,-19.7,-7.1,-6.3,4.8,-5.8,5.8,-4.0
CCOC(=O)N1CC(=O)Nc2ccc(Br)cc2C1c1ccccc1 (configuration not stated),5.4,-0.9,-5.6,-3.9,4.2,2.7,-0.5,6.7
N=c1c2c(-c3ccccc3)c(-c3ccccc3)n(Cc3ccco3)c2ncn1Cc1ccccc1,24.8,40.0,-2.2,-2.1,27.0,6.1,-1.0,-3.2
COc1ccc(N2CCN(S(=O)(=O)c3ccc4c(c3)CCCC4)CC2)c([N+](=O)[O-])c1,13.9,-1.8,9.1,-2.8,7.7,28.7,-22.6,-2.9
COc1ccc(CNC(=O)c2noc(C)c2[N+](=O)[O-])cc1,0.9,-4.2,-2.9,-1.6,-21.7,-4.4,0.6,-0.6
Cc1ccc(C)c(Nc2nc(-c3ccncc3)nc3ccccc23)c1,-18.2,-0.7,-6.1,-1.0,16.6,3.5,-24.0,-8.1
CCOc1ccc(NC(=O)CCCCn2c(=O)[nH]c3ccsc3c2=O)cc1,-0.5,8.5,2.2,0.1,-9.9,-4.4,20.9,2.6
Cc1ccc(NC(=O)OCc2ccccc2S(C)=O)cc1 (configuration not stated),14.7,1.4,11.9,-2.9,-5.2,-18.3,7.5,0.0
CN(CCCNC(=O)CCc1cn(C)c2ccccc12)C1CCCCC1,4.8,11.4,-5.0,-3.0,5.8,17.0,12.5,-2.4
COc1ncccc1-c1nnn(-c2ccccc2Br)n1,-9.9,-0.4,14.2,-3.8,8.6,-28.8,-27.9,-2.2
Cn1c(SCC(=O)Nc2sc3c(c2C#N)CCC3)nnc1C1COc2ccccc2O1 (configuration not stated),0.3,-0.2,2.7,-1.6,20.1,-0.1,10.0,6.6
O=C(O)c1cccc(Nc2nc(-c3ccccc3)nc3ccccc23)c1,8.4,12.7,0.9,3.8,1.2,-26.8,10.7,-2.8
Cc1ccc(NC(=O)Cc2noc3ccccc23)nc1,14.7,-9.1,-2.7,-7.8,-2.2,-14.6,-25.8,9.4
COc1cc2c(cc1OC)n(CC(=O)NC1CCCCCC1)n1c(C)cc(=O)nc21,15.5,-0.5,6.2,-1.2,-0.3,-6.8,8.3,-3.6
Cc1cc(Br)ccc1OCCOCCN1CCCC1,-12.9,2.3,-3.2,-6.7,-5.3,10.6,-11.8,9.5
C=CCn1c(SCC(=O)Nc2cc(OC)c(NC(=O)c3ccco3)cc2OC)nnc1-c1ccncc1,-9.5,-3.2,-12.4,5.0,-2.6,-0.8,-16.7,-4.3
CCOC(=O)c1c(O)c(O)c(C(=O)OCC)n1-c1ccccc1,-4.7,?,-8.5,-3.0,-4.3,1.2,-3.7,13.0
CCCCOC(=O)c1nnc(-c2ccccc2)o1,-4.8,-5.7,-20.0,-7.0,0.4,-1.3,-1.4,4.2
CCOC(=O)NC1(C(F)(F)F)C(=O)NC(C)=C1C#N (configuration not stated),-7.3,-4.3,-11.9,-6.8,4.0,-8.4,13.5,-4.9
COC(=O)C1=C(O)/C(=C/c2ccc(OCC(=O)Nc3ccccc3)cc2)N=C1C,6.9,-13.6,4.9,-2.7,-5.8,-3.0,-0.5,-6.9
O=C(Nc1nccs1)c1nc[nH]c1C(=O)N1CCN(c2ccccc2)CC1,5.5,-20.5,-1.2,1.4,6.0,-20.2,9.2,7.7
CC(C)(C)c1ccc(OCCC(=O)OCC(=O)Nc2cccnc2Cl)cc1,5.3,2.3,8.6,-0.5,15.6,-10.8,20.6,-1.2
